Nrf2 block: inhibitors of Nrf2 signaling; A549 ARE-Fluc reporter, luciferase luminescence, 18-24 h; Potency, µM (top dose mostly 46 µM), without a hit: top-dose activity change, negative = inhibition, usual class: inhibitors; 360,000 tested, 2.1% active; further: potency means the concentration at half of the fitted maximal effect; on the % scale 0 is the no-effect control and ±100 the full control effect; nearly all actives have a fitted effect of over 60% in size
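In this cell-based qHTS, ARE-driven firefly luciferase in A549 cells reports Nrf2 activity; the luminescent signal after BugLite lysis is the measured value, with a prior CellTiter-Fluor read for cell health.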
Akt phos inh: Akt phosphorylation inhibition | Neuro2A IGF-stimulated pAkt S473 HTRF, 20 min; hits give low values | activity change, % for hits at 50 µM | 360,000 tested, 0.32% active; in the data active means activity change below about -80%; inconclusive means mostly about -51% to -80%; further: on the % scale 0 is the no-effect control and ±100 the full control effect
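Single-point screen (50 µM final compound) in Neuro2A cells stimulated 20 min with 6 nM IGF at 37 deg C. After lysis, Ser473-phosphorylated Akt read by HTRF (ex 330 nm, em 615/665 nm) as the 665/615 ratio.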
A549 viability: counter-screen for Nrf2 inhibitors: cytotoxicity in A549 cells; 390,000 tested, 0.16% active; A549 ARE-Fluc cells, CellTiter-Fluor viability, 18-24 h; Potency, µM (doses to about 46 µM), for inactives: top-dose activity change, negative = cytotoxicity, usual class: inhibitors; further: potency means the concentration at half of the fitted maximal effect; on the % scale 0 is the no-effect control and ±100 the full control effect
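A549 ARE_Fluc cells in 5% FBS OPTI-MEM were exposed to compounds in concentration-response for 18-24 h at 37 deg C. Viability was read by CellTiter-Fluor fluorescence (Ex 405/Em 525) after 30 min, before the luciferase read.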
MmCpn inh: blocks the Methanococcus maripaludis chaperonin Mm-Cpn. purified Mm-Cpn ATPase, ADP Transcreener TR-FRET. Potency, µM (highest dose often 76.9 µM), without a hit: top-dose activity, negative = inhibition, most hits filed as inhibitors. 330,000 tested, 0.031% active. AID 504842; further: potency means the concentration at half of the fitted maximal effect; on the % scale 0 is the no-effect control and ±100 the full control effect; nearly all actives have a fitted effect of over 80% in size
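TR-FRET (320 nm excitation; 590 and 665 nm emission) reports ADP made from 10 uM ATP by 25 nM enzyme; compounds were preincubated 10 min, reaction run 30 min, both at 37°C.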
ATXN viability: cell viability loss in ATXN counter-screen; 400,000 tested, 0.49% active; Potency, µM (highest dose often 56.7 µM), actives largely listed as cytotoxic; AID 651635; S2 cells (HEK-293 line with an ATXN2-luciferase reporter) viability, CellTiter-Fluor protease fluorescence, 24 h; further: potency means the concentration at half of the fitted maximal effect; nearly all actives have a fitted effect of over 40% in size
Nrf2 ARE act: activates Nrf2 signaling | Potency, µM (highest dose often 46.1 µM), for the others: top-dose activation, most hits filed as activators | 410,000 tested, 0.31% active | AREc32 ARE-luciferase reporter (MCF7-derived line), luminescence, 24 h | AID 624171; further: potency means the concentration at half of the fitted maximal effect; % of control where 0% means no effect; nearly all actives have a fitted effect of over 65% in size
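Luciferase luminescence (Steady-Glo, 30 min at room temperature) served as the read-out of ARE activation in AREc32 cells treated with compounds for 24 hr at 37 deg C.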
TGFb SMAD3 inh: TGF-b pathway inhibition; AID 588855; HepG2 CAGA-GFP TGF-b/SMAD3 reporter, GFP fluorescence, 18 h; TGF-beta stimulated, 500 pg/mL final; 410,000 tested, 1.2% active; Potency, µM (highest dose often 46.1 µM), without a hit: at the top dose activity, negative = inhibition, actives largely listed as inhibitors; further: potency means the concentration at half of the fitted maximal effect; on the % scale 0 is the no-effect control and ±100 the full control effect; nearly all actives have a fitted effect of over 65% in size
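TGF-beta reporter screen: HEPG2 CAGA-GFP, 1% FBS, 500 pg/mL TGF-beta final, 18 h; per-cell GFP summed per well; curves fitted and categorized by class.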
CCT modulator: changes cytosolic chaperonin activity; purified chaperonin ATPase assay, HTRF ADP detection, 30 min; activity change, % (test concentration not listed), hits read low; 360,000 tested, 0.3% active; in the data active means activity change below about -30%; further: on the % scale 0 is the no-effect control and ±100 the full control effect
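We incubate TRiC, 40 or 20 nM final, with library compounds at 76 uM and 10 uM ATP for 30 min at 37 °C. ADP formed is detected with Transcreener HTRF reagents after 30 min at room temperature.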
HepG2 viability: kills HepG2 cells in TGF-b inhibitor counter-screen. HepG2 CAGA-GFP viability, ATP luminescence, 18 h. Potency, µM (top dose mostly 46.1 µM), for the others: top-dose activity change, negative = cytotoxicity, actives largely listed as cytotoxic. 410,000 tested, 0.76% active. AID 588856; further: potency means the concentration at half of the fitted maximal effect; some results filed as inactive show a strong effect at the top dose
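CellTiter-Glo luminescence gave cytotoxicity after 18 hours at 37 degrees C. The cells were HepG2 CAGA-GFP in 1% FBS DMEM, stimulated with 500 pg/mL TGF-beta after compound addition. %Activity was normalised to no-cell wells (complete cell-killing) and DMSO (no toxicity), and curves were fitted and classified.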
Starred values were filed as active, the others as inactive; i = inactive; ? = inconclusive; · = no result given; [ ] = remark or other dose. Unless noted, the call rests on the fitted dose curve; in most records, active means well fitted curve in the direction sought with a large enough effect; inconclusive means small, poorly fitted or top-dose-only effect, or another doubt; inactive means no such curve, though single readings can be large; an effect the other way counts as inactive or inconclusive.

Start of the data: the first 4 records, ahead of the listing:
SMILES | Nrf2 block | Akt phos inh | A549 viability | MmCpn inh | ATXN viability | Nrf2 ARE act | TGFb SMAD3 inh | CCT modulator | HepG2 viability
Cc1ccc(N2C(=O)CSC23C(=O)N(CC(=O)NCCc2ccccc2)c2ccccc23)cc1 (stereo unspecified) | 29% | · | 2% | · | i | 3.4% | -6% | · | -3%
CCOC(=O)C1CCN(S(=O)(=O)c2cc(Br)cc3c2N(C(=O)C2CC2)CC3)CC1 | -21% | i | -2% | -2% | i | 0.1% | 2% | -4.0 | -7%
O=C(CCCc1ccccc1)NCc1cn2ccsc2n1 | 3% | i | 9% | 0% | i | 4.1% | 1% | 0.1 | -2%
O=C1CCCC2=C1C(c1cccs1)Nc1ccc3ncccc3c12 (stereo unspecified) | ? | i | 16% | 0% | ? | 3.2% | -6% | 1.3 | -12%

The whole of this part, previewed entries included:
SMILES | Nrf2 block | Akt phos inh | A549 viability | MmCpn inh | ATXN viability | Nrf2 ARE act | TGFb SMAD3 inh | CCT modulator | HepG2 viability
Cc1ccc(N2C(=O)CSC23C(=O)N(CC(=O)NCCc2ccccc2)c2ccccc23)cc1 (stereo unspecified) | 29% | · | 2% | · | i | 3.4% | -6% | · | -3%
CCOC(=O)C1CCN(S(=O)(=O)c2cc(Br)cc3c2N(C(=O)C2CC2)CC3)CC1 | -21% | i | -2% | -2% | i | 0.1% | 2% | -4.0 | -7%
O=C(CCCc1ccccc1)NCc1cn2ccsc2n1 | 3% | i | 9% | 0% | i | 4.1% | 1% | 0.1 | -2%
O=C1CCCC2=C1C(c1cccs1)Nc1ccc3ncccc3c12 (stereo unspecified) | ? | i | 16% | 0% | ? | 3.2% | -6% | 1.3 | -12%
Cc1cccc(-n2nc3c(c2NC(=O)c2ccc4c(c2)OCO4)CS(=O)(=O)C3)c1C | -1% | i | 5% | -4% | i | 0.1% | -5% | -3.0 | -2%
CCn1c(SC(C)C(=O)N2CCOCC2)nc2sc(C)c(C)c2c1=O (stereo unspecified) | ? | i | ? | -16% | i | -0.2% | 29% | 0.2 | 15%
CCn1cnc2cc(NCc3ccccc3Cl)ccc21 | ? | i | 1% | -3% | i | 0.2% | -3% | -1.5 | -34%
Cc1ccc2[nH]c3c(=O)n(CC(=O)N4CCCC(C)C4)ncc3c2c1 (stereo unspecified) | ? | · | 0% | · | i | -1.3% | -3% | · | -20%
CCC1CCc2nc3sc(C(=O)Nc4ccc(F)c(F)c4)c(N)c3cc2C1 (stereo unspecified) | 2% | · | 7% | · | i | 0.1% | -36% | · | -10%
CC(=O)Nc1cccc(NC(=O)Nc2ccc(C)c(Cl)c2)c1 | -9% | i | -2% | -1% | i | 2.0% | 3% | 0.5 | -1%
COc1ccc2c(c1)c1c(c(=O)n(-c3cccc(C)c3)c(=O)n1Cc1cccc(Cl)c1)n2C | 2% | · | 0% | · | i | 0.2% | 34% | · | -22%
COc1cc(C)cc2oc(=O)c(CC(=O)NCCc3ccc(Cl)cc3)c(C)c12 | -30% | · | 4% | · | i | 0.3% | -27% | · | -1%
Cc1ccccc1-c1nc(S(=O)(=O)c2ccc(Cl)cc2)c(NCCN2CCOCC2)o1 | ? | i | -4%[1.84 µM] | 0% | i | -1.1% | -22% | 0.1 | -22%
COCCNc1ncnc2c1c(-c1ccccc1)cn2-c1ccc(C)c(Cl)c1 | · | · | 6% | · | · | 0.1% | 0% | · | 0%
CCCCN1C(=O)c2ccc(C(=O)Nc3ccc(S(=O)(=O)N(C)C)cc3)cc2C1=O | 11% | i | 8% | 1% | i | 2.5% | -9% | 4.5 | 0%
Cc1cccc(N=C2N=C(N)c3ccccc32)c1 | ? | i | -15% | 1% | i | 3.7% | 0% | -1.8 | -9%
CC(=O)Nc1ccc(C(=O)COC(=O)C2CC3CCCC(C2)C3=O)cc1 (stereo unspecified) | 9% | i | -1% | 1% | i | -0.5% | -8% | -1.1 | 18%
C=CCNc1nc(-c2sc(NC(=O)CC)nc2C)cs1 | ? | i | -22% | -9% | i | 2.3% | -7% | -3.5 | 2%
CCOC(=O)C1(CC2CCCCO2)CCN(C(=O)Nc2ccccc2CC)CC1 (stereo unspecified) | 2% | i | 1% | 3% | i | -0.7% | 11% | -0.3 | -14%
Cc1cc2oc(C(=O)N(Cc3ccccc3)C3CCS(=O)(=O)C3)cc(=O)c2cc1C (stereo unspecified) | -4% | · | -9% | · | i | 0.6% | -7% | · | 4%
CCOc1ccc2nc(Nc3nc4ccc(NC(C)=O)cc4s3)sc2c1 | -1% | i | -2% | -4% | i | ? | ? | -0.3 | -32%
CCCCCCOc1ccc(/C(C)=N/NC2=NCCN2)cc1 | -15% | i | -7% | -1% | ? | -3.8% | ? | 1.4 | 14µM*
Cc1cc(C)cc(OCC(=O)OCC(=O)Nc2cc(C)nn2-c2ccccc2)c1 | 13% | i | 14% | 0% | i | -0.8% | 0% | -0.8 | 0%
Cc1nc(S(=O)(=O)N(C)c2ccccc2)c(C#N)c(C)c1Cl | ? | i | 3% | -2% | i | ? | ? | 0.2 | -38%
COc1ccc(CCNC(=O)CC2(CC3=NS(=O)(=O)c4ccccc4N3)CCCC2)cc1OC | ? | i | -9% | -1% | i | 0.5% | -7% | -0.9 | -29%

(further entries)
SMILES | Nrf2 block | Akt phos inh | A549 viability | MmCpn inh | ATXN viability | Nrf2 ARE act | TGFb SMAD3 inh | CCT modulator | HepG2 viability
NC(CSC(c1ccccc1)(c1ccccc1)c1ccc2c(c1)OCO2)C(=O)O (stereo unspecified) | · | i | · | · | i | 0.0% | 0% | 0.4 | -27%
COc1cc2c(cc1OC)C(c1cccnc1)CC(=O)N2 (stereo unspecified) | 7% | i | -10% | 0% | i | -0.2% | 6% | -0.4 | -18%
CCC(=O)c1cn(CC(=O)Nc2ccccc2Cl)c2ccccc12 | -7% | i | 3% | 1% | i | 0.0%[9.22 µM] | 6% | 3.0 | 2%
Cc1ccccc1NC(=O)CNc1ccc(Cl)c(C(F)(F)F)c1 | 10% | i | 17% | 0% | i | -0.4%[9.22 µM] | ? | -1.5 | -19%
CC(C)(C)c1ccc(OCCC(=O)NC2=NCCS2)cc1 | -8% | i | -13% | 1% | i | 0.0% | -2% | -2.1 | -15%
Cc1ccc(S(=O)(=O)N(C)C[C@H]2OCCCC[C@H](C)Oc3ccc(NC(=O)Nc4cccc5ccccc45)cc3C(=O)N([C@@H](C)CO)C[C@H]2C)cc1 | · | i | · | · | i | 2.5% | -20% | 0.0 | -49%
CCOc1ccc(N2C(=O)Nc3ccc(Br)cc3C2(O)C(=O)NCCCN(C)C)cc1 (stereo unspecified) | 0% | i | -4% | -3% | ? | 2.8% | 0% | -0.7 | -1%
COc1cc2c(cc1NC(=O)COC(=O)[C@@H](NC(=O)c1ccccc1F)C(C)C)oc1ccccc12 | 5% | i | 1% | -2% | i | 4.1% | -30% | -1.0 | -22%
O=C(N1CCOCC1)N1CCc2ccccc21 | -9% | i | -2% | -1% | i | 0.3% | -10% | -0.5 | -15%
C=CCOC(=O)C1=C(C)N=c2s/c(=C3\C(=O)N(CC(=O)O)c4ccccc43)c(=O)n2C1c1ccc(OC)cc1 (stereo unspecified) | 23% | i | -7% | -3% | i | -0.8% | ? | -3.7 | 1%
CCCCNC(=O)C1CCN(S(=O)(=O)c2ccc3c(ccn3CC)c2)CC1 | · | · | 8% | · | i | 2.5% | -15% | · | 4%
COc1ccccc1C(=O)NC(CCSC)C(=O)NCCCSc1ccccc1 (stereo unspecified) | -24% | i | -3% | -4% | ? | -0.6% | ? | 1.2 | -4%
Cc1cc(N2CCCCC2)nc2ccc(NC(=O)c3cccc(Cl)c3)cc12 | · | · | -27% | · | ? | -0.2% | -2% | · | -35%
C=C(C)Cn1c(N(CCO)Cc2ccccc2)nc2c1c(=O)[nH]c(=O)n2C | 2% | i | -1% | 0% | i | -0.1% | -3% | -2.4 | 1%
CNS(=O)(=O)c1cccc(C(=O)OCC(=O)Nc2ccc(OC)cc2[N+](=O)[O-])c1 | -1% | i | -1% | 1% | i | -0.4% | 7% | -2.7 | 22%
CCC(C)OC(=O)c1cc(C)nc2c(Br)cc(Br)cc12 (stereo unspecified) | -9% | ? | -1% | -3% | i | -0.4% | -8% | 0.7 | 0%
COc1ccc(C2CC2/C(C)=N/OC(=O)c2ccc(F)cc2)cc1 (stereo unspecified) | 9% | i | 4% | 2% | i | 0.0%[9.22 µM] | 4% | -0.4 | 5%
COc1cc(/C=N/n2c(C)n[nH]c2=S)ccc1OCc1ccccc1 | 8% | i | -4% | -1% | i | -0.1% | -10% | -2.8 | -16%
CCOC(=O)C1(C)CCCN1C(=O)c1snnc1C (stereo unspecified) | · | i | · | · | i | -0.4% | ? | 2.6 | -33%
O=C(CCc1nc2ccccc2s1)OCC(=O)N1CCN(C(=O)c2ccco2)CC1 | -17% | i | 2% | 0% | i | -0.4% | -9% | -0.6 | -37%
COCCCNC(=S)N1CCN(c2nc(-c3ccccc3)cs2)CC1 | 12µM* | i | 1% | 1% | i | 3.4% | ? | -1.2 | -32%
O=C(NCCCN1CCN(Cc2ccccc2Cl)CC1)Nc1ccccc1 | · | i | 4% | 2% | i | 2.3% | 2% | -0.5 | 5%
CCCNC(=O)C1CCC(Cn2c(=O)c3sccc3n(Cc3ccccc3F)c2=O)CC1 (stereo unspecified) | 0% | · | 8% | · | i | -0.8% | 3% | · | -3%
CCc1ccccc1Nc1nc2ccccc2c2nncn12 | ? | · | 1% | · | i | 30% | 20% | · | -4%
O=C(OCCN=C1NS(=O)(=O)c2ccccc21)c1ccccc1 | ? | i | 6% | 0% | i | -0.6% | 10% | -1.3 | -12%
Cc1cccc2cc(CN(CCN(C)C)C(=S)NCc3ccco3)c(=O)[nH]c12 | -1% | i | -1% | 0% | i | 3.9% | ? | -1.4 | -37%
Cc1ccccc1CNC(=O)C(C)N(c1ccccc1)S(C)(=O)=O (stereo unspecified) | 16% | · | -2% | · | i | -0.6% | 0% | · | 2%

Source: PubChem BioAssay (National Center for Advancing Translational Sciences (NCATS))
